Bioassay records deposited in PubChem by National Center for Advancing Translational Sciences (NCATS).
KDM5B inh – Primary screen for KDM5B Histone Demethylases FDH-coupled qHTS | Lysine-specific demethylase 5B (Homo sapiens), Q9UGL1 | KDM5B demethylase, FDH-coupled NADH fluorescence (FDH is formaldehyde dehydrogenase) | Potency, µM (doses to about 57.7 µM), for inactives: at the highest dose activity change, negative = inhibition, hits mostly inhibitors | 220,000 compounds, 2.6% hits | AID 1347165, 2019; active = well fitted inhibition curve with a large enough effect; inconclusive = small, poorly fitted or top-dose-only effect; inactive = no such curve, though single readings can be large or run the other way; note: 0% is about no effect; nearly all actives have a fitted effect of over 70% in size
Target sequence (Q9UGL1 whole entry, looked up): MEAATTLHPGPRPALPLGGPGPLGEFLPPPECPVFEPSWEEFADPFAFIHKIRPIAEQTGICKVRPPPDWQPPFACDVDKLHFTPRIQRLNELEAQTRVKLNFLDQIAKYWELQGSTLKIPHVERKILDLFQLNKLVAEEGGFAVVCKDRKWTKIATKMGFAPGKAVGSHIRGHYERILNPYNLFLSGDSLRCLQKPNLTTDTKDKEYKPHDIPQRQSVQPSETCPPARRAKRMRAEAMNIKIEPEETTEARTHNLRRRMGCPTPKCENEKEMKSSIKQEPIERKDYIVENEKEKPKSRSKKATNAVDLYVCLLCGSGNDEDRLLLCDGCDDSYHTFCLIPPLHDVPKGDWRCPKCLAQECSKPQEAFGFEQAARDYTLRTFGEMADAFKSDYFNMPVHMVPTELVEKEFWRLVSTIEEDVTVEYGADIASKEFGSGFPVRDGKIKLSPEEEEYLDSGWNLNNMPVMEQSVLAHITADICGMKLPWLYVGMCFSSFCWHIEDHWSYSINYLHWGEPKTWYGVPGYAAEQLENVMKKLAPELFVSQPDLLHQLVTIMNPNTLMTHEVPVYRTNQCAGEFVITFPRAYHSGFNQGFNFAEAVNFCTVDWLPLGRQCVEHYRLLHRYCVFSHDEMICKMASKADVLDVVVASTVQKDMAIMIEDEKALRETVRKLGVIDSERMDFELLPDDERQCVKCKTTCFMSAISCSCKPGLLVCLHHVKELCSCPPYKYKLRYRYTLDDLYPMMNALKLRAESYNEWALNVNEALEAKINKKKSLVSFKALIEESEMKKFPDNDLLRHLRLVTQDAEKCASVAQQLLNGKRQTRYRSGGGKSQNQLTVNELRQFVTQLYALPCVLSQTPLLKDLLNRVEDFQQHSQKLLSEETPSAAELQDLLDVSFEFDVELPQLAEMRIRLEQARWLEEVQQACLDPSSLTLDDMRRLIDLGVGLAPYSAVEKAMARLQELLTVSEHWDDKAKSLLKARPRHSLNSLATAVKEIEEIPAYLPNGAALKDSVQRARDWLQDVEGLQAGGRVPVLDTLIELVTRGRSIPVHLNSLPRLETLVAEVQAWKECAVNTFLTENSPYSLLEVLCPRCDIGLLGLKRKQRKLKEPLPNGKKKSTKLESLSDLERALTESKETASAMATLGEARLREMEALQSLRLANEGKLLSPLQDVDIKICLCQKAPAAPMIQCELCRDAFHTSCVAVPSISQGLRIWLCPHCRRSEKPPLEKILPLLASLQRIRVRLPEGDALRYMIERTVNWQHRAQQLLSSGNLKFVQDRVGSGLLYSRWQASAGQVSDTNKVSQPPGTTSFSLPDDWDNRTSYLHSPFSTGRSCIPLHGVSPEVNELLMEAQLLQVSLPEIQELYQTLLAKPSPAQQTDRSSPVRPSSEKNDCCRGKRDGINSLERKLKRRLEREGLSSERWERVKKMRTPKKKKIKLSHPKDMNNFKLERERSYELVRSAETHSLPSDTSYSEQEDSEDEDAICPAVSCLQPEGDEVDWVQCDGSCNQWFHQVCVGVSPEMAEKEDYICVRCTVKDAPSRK
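Here, H3K4me3 peptide (12.5 µM in substrate mix) is demethylated by KDM5BΔAP, 200 nM final, after 10 min compound exposure. Formaldehyde product is coupled through FDH (0.25 U/mL in mix) to NADH fluorescence; 30-min ΔRFU feeds dose-response curves.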
Starred values were filed as active, the others as inactive; i = inactive; ? = inconclusive; [ ] = dose if it differs, or a comment. Potency is the fitted concentration of half-maximal effect. This is a subset, so the mix of outcomes need not match the whole.

A first look:
| structure | KDM5B inh |
| --- | --- |
| O=C1NCCCCCCN(S(=O)(=O)c2cccs2)[C@H]2CCC[C@@H]12 | -21.2% |
| CCNC(=O)N[C@H]1C[C@@H](Cc2cc(-c3ccccc3)on2)C1(C)C | -5.7%[86.2 µM] |

Main list, from the first entry:
| structure | KDM5B inh |
| --- | --- |
| O=C1NCCCCCCN(S(=O)(=O)c2cccs2)[C@H]2CCC[C@@H]12 | -21.2% |
| CCNC(=O)N[C@H]1C[C@@H](Cc2cc(-c3ccccc3)on2)C1(C)C | -5.7%[86.2 µM] |
| CC(C)(C)c1cnc([C@@H]2COCCN2Cc2ccc(Cl)cc2)[nH]1 | -7.1%[86.2 µM] |
| CC(C)(Oc1ccc(Cl)cc1)C(=O)Nc1ccc2oc(=O)ccc2c1 | -15.1% |
| Clc1ccc(CSCCSc2nc3ccccc3s2)cc1 | 18.1% |
| O=C(CN1C(=O)CCSc2ccccc21)Nc1ccc(C(F)(F)F)cc1 | 3.2% |
| Cc1ccc(Cl)c2sc(N3CCN(C(=O)C4CC4)CC3)nc12 | -6.3% |
| Nc1ncccc1CN1CCN(C(=O)CO)CC(C(=O)O)C1 (stereo unspecified) | ? |
| Cc1noc(C)c1CC(=O)N1CCCCCC1c1nc(C2CC2)no1 (stereo unspecified) | -22.4% |
| O=C(Cn1nc2c(cc1=O)CCCCC2)Nc1ccc(Cl)cc1 | 21.4% |
| Oc1c(C(c2ccccc2Cl)N2CCCC2)sc2nc(-c3ccco3)nn12 (stereo unspecified) | -16.5% |
| O=C(COc1ccccc1F)NC1CC(=O)N(c2ccc3c(c2)OCCO3)C1 (stereo unspecified) | -0.3% |
| O=C(CCc1c[nH]c2ccccc12)N1CCC2(CC1)CC(Cc1nc(C3CC3)no1)CCO2 (stereo unspecified) | -13.8% |
| NCCC[C@@H](N)C(=O)N1CCCC(c2ccccc2)(c2ccccc2)C1 | 18.4% |
| Cc1cccc(-c2nc(CSCC(=O)N3CCN(c4ccccc4)CC3)c(C)o2)c1 | 7.7% |
| CN1c2cc(C(=O)Nc3ccc(Cl)cc3)ccc2C(=O)N2CCCCCC21 (stereo unspecified) | ? |
| N#Cc1cccc(N2CCN(Cc3ccc(F)c(Cl)c3F)CC2)n1 | ? |
| Cc1cnc(CCNC(=O)c2cn(C)cn2)n1C1CC1 | ? |
| O=C(O)C[C@@H]1CCN(S(=O)(=O)c2ccccc2)C[C@@H]1CCN(CCN1CCOCC1)c1ccccc1 | -19.4% |
| Cc1ccc(/C=C/c2onc(C)c2S(=O)(=O)N2CCC(C(=O)N3CCOc4ccccc43)CC2)cc1 | -11.8% |
| COCc1nnc(NS(=O)(=O)c2ccc(C)cc2)s1 | -5.3% |
| CC[C@@]1(C(=O)O)C[C@H](C(=O)N(C)CCCO)[C@H](c2ccc(OC)cc2)N1C | -1.9% |
| Cc1c(CC(=O)NCc2ccccc2)c(=O)oc2c(C)c(O)ccc12 | ? |
| COc1cccc(CC(=O)N2CCC3(CC2)CC(Cc2nc(-c4cccnc4)no2)CCO3)c1 (stereo unspecified) | 16.3% |
| Clc1ccc(Nc2ncnc3c2oc2ccc(Br)cc23)cc1 | -9.5% |
| COc1ccc(-n2c(=O)c3c(C)c(C)sc3n(CC(=O)NCc3ccc(C)cc3)c2=O)c(OC)c1 | -40.0% |
| Cn1nc(C(F)(F)F)c2cc(C(=O)N3CCC4(CCCO4)CC3)sc21 | 21.2% |
| CCCc1nc(SC)ncc1C(=O)NCCc1ccc(Cl)cc1 | 0.2% |
| Cc1ccccc1NC(=O)CSc1nc2ccccc2c2nc(CCn3c(C)nc4ccccc43)nn12 | -1.2% |
| COc1ccc(-c2oc3ncn4nc(COc5ccccc5C)nc4c3c2-c2ccc(OC)cc2)cc1 | -16.1% |
| CC(Oc1ccccc1Cl)C(=O)NCc1csc(-c2ccccc2)n1 (stereo unspecified) | 6.8% |
| O=C(CSc1nnc(-c2ccccc2O)o1)N1CCOCC1 | -6.7% |
| Cc1ccc(N(C)S(=O)(=O)c2cccc(C(=O)NC3CC(C)(C)NC(C)(C)C3)c2)cc1 | -8.5% |
| Cc1[nH]c2ccccc2c1C1N2CC3(C)CN1CC(C)(C2)C3=O (stereo unspecified) | -21.0% |
| CCSc1ncc(Cl)c(C(=O)Nc2cc(C)ccc2C)n1 | 2.6% |
| CCn1cc(C(=O)NCCc2ccccc2)c(=O)c2cc(S(=O)(=O)N3CCc4ccccc4C3)ccc21 | -36.7% |
| O=C(c1ccccn1)N1CCCC(CN2CCCC2)CC1 (stereo unspecified) | -21.2% |
| COc1cccc(C(=O)Nc2c(NC3CCCC3)c3ccccc3oc2=O)c1 | 1.7% |
| COc1ccc([C@H]2C[C@@H](O)[C@@H](O)[C@@H]2NC(=O)c2ccccn2)cc1 | ? |
| COc1ccccc1CN1CC(C(=O)N2CCCCCCC2)CCC1=O (stereo unspecified) | -10.7% |
| Cc1nc2c(c(-c3ccc(Cl)cc3)n1)CN(C(=O)c1ccccc1)CC2 | -1.4% |
| Cc1ccc(NC(=O)C(C)N(C)Cc2ccc3ccccc3c2)c(C)c1 (stereo unspecified) | 5.0% |
| COc1ccc2c(c1)CN(C(=O)c1ccnc(Cl)c1)CC[C@H]1COC(=O)N21 | 16.2%[86.2 µM] |
| O=C(COCc1cc(-c2ccc(F)cc2)on1)Nc1cccc(C(F)(F)F)c1 | -6.0% |
| CN1CCN(CC(=O)N2CCCCC2)CC12CCC(=O)N(CC1CC1)CC2 (stereo unspecified) | 22.8% |
| NC(=O)c1cc2c(nc1CCC1COc3ccccc3O1)CCC2 (stereo unspecified) | 16.5% |
| COc1ccc(Cl)cc1NC(=O)Cn1cc(C(=O)c2ccncc2)c(=O)c2cc(C)ccc21 | -28.4% |
| CCc1ccc(C(=O)c2cn(CC(=O)Nc3ccc(Cl)cc3)c3cc4c(cc3c2=O)OCO4)cc1 | -25.5% |
| CCCN(Cc1ccncc1)C(=O)CC1C(=O)NCCN1Cc1ccoc1 (stereo unspecified) | -0.8% |
| COc1ccccc1N1CCN(C(=O)CCNS(=O)(=O)c2ccc3c(c2)CCN3C(=O)C2CC2)CC1 | -34.4% |
| Cc1ccc2nc(SCc3nc(-c4ccc(Cl)cc4)no3)[nH]c2c1 | -39.7% |
| Cc1c(CCNC(=O)c2c(F)cccc2F)sc2nc(-c3ccc(F)cc3)nn12 | -1.0% |
| COc1ccc(-n2nc(C(=O)NCc3ccc(F)cc3)c3c4ccccc4n(C)c3c2=O)cc1 | 8.4% |
| COc1ccc(CCNC(=O)c2nnn3c2COC(c2ccc(C)cc2)C3)cc1OC (stereo unspecified) | -19.6% |
| CC(C)c1ccc(-n2ccnc(NCc3ccc(F)cc3)c2=O)cc1 | ? |
| Cn1ccnc1C(=O)N1CCCCCCNC(=O)[C@@H]2C[C@@H](C(=O)N3CCc4ccccc4C3)C[C@@H]21 | -6.9% |
| O=C(NC1CCN(C(=O)N2CC3CC(C2)[C@H]2CCCC(=O)N2C3)CC1)C1CCCC1 (stereo partly specified) | 2.1% |
| C=CCn1c(SCC(=O)N(CC)C2CCS(=O)(=O)C2)nc2sc3c(c2c1=O)CCC3 (stereo unspecified) | 4.0% |
| CCOc1ccc(C2CC(=O)NC3=C2C(=O)CC(C)(C)C3)cc1 (stereo unspecified) | 22.3% |
| CC(NC(=O)CSc1nnc(COc2ccccc2Cl)n1C)c1ccc2c(c1)OCO2 (stereo unspecified) | -15.6% |

More results
| structure | KDM5B inh |
| --- | --- |
| Cc1cccc(NC(=O)N2CCC(CCOc3ccc(F)cc3)C2)c1 (stereo unspecified) | -19.4% |
| O=C(/C=C/c1ccc(F)cc1)NCCc1ccccn1 | -5.7% |
| COCCNC(=O)C(C)[C@@H]1CC[C@@]2(C)CC[C@H](N[S+](C)(=O)[O-])[C@@H](C)[C@@H]2[C@H]1O (stereo partly specified) | ? |
| CCC(C)NC(=O)N1CCCN(S(=O)(=O)c2ccccc2)CCC(=O)NCC1 (stereo unspecified) | -4.6% |
| COc1cccc(CNC(=O)CN2CCCc3nc(C)ncc3C2=O)c1 | ? |
| O=C(C1CCC1)N1CCCC(c2nc(C3CCOCC3)no2)C1 (stereo unspecified) | 8.3% |
| O=C(CN1CCCCC1)Nc1oc2ccccc2c(=O)c1-c1ccccc1 | 0.0% |
| CC1CCN(c2oc(COc3cccc(Cl)c3)nc2C#N)CC1 | 13.6% |
| Cc1ccc(-c2coc3cc4oc(=O)cc(-c5ccccc5)c4cc23)cc1 | 5.2% |
| O=C(CCc1nnc2n(Cc3ccccc3Cl)c(=O)c3ccccc3n12)Nc1ccccc1 | -25.5% |
| COc1ccc(Cl)cc1NC(=O)c1cccc(S(=O)(=O)Nc2c(C)n(C)n(-c3ccccc3)c2=O)c1 | 25.2% |
| Cc1ccc2nc(C(=O)NCCc3nc(C)cc(C(F)(F)F)n3)cn2c1 | -11.7% |
| COC(=O)COc1ccc2c(=O)c(-c3ccc(Cl)cc3)c(C)oc2c1 | 27.4% |
| COCCN1CCC(N2CCN(S(=O)(=O)Cc3ccccc3F)CC2)C1=O (stereo unspecified) | 9.4% |
| O=C(CCc1cccs1)Nc1ccc(N2CCOCC2)cn1 | ? |
| CCn1ncc(N2CCCC(CC(=O)NC3CCCCC3)C2)cc1=O (stereo unspecified) | 11.3% |
| CCc1sc(C(=O)NCC(C)C)cc1C | 15.7% |
| O=C1CCN(C(=O)COc2ccccc2)CCCC(C(=O)NCc2ccccc2)CCN1 (stereo unspecified) | 11.4% |
| COc1cccn(CC(=O)N(Cc2ccc(F)cc2)C2CCCCC2)c1=O | -18.8% |
| O=C(NC1CC1)c1nc(-c2cccc(F)c2)c2cnccn12 | i |
| CCOC(=O)C(=O)CC(=O)c1ccc(Cl)cc1Cl | -27.9% |
| COc1cccc(NC(=O)CCCCCn2nnc3ccccc3c2=O)c1 | 11.9% |
| CCc1[nH]nc(C(=O)N(Cc2cccnc2)CC2CCN(C3CCCC3)CC2)c1C | -0.1% |
| COc1cc(F)ccc1-c1cc(C(=O)NCc2cnn(C)c2)c2c(c1)N(C)CCO2 | 39.8µM* |
| Cc1ccccc1Nc1nc(NCc2ccco2)nc2c1cnn2-c1ccccc1 | ? |
| O=C(Nc1nc2ccccc2[nH]1)c1cccc(S(=O)(=O)N2CCc3ccccc32)c1 | ? |
| COc1ccc(NC(=O)Cn2cnc3c(nnn3Cc3ccc(C)cc3)c2=O)c(OC)c1 | 18.3% |
| CC(C)NC(=O)C1CCN(C(=O)N2CC(C)Oc3ccccc32)CC1 (stereo unspecified) | 8.9% |
| COc1ccc(Cl)cc1-c1nc(SCC(=O)NC(C)(C)C)n[nH]1 | 8.4% |
| COc1ccc(Cl)cc1NC(=O)CSCc1ccc(Br)cc1 | -5.5% |
| CCC(C(=O)N1CCN(c2cc(C(F)(F)F)ncn2)CC1)c1ccccc1 (stereo unspecified) | 20.1% |
| CCOc1ccc(Nc2oc(-c3ccc(COc4ccccc4C)o3)nc2C#N)cc1 | ? |
| Cc1ccc(Cl)cc1N1CCN(c2ncnc3c2nc2n3CCCCC2)CC1 | -24.4% |
| Cc1ccccc1CCNC(=O)c1ccc(NC(=O)N2CC(C)Sc3ccccc32)cc1 (stereo unspecified) | -3.4% |
| Cc1onc(-c2cnn(C)c2NCc2ccc(C#N)cc2)c1C(=O)NC1CCCCC1 | -11.3%[86.2 µM] |
| COc1cccc(/C=N/O)c1OC | 4.8% |
| COc1ccc(OCCNC(=O)Cc2c[nH]c3ccccc23)cc1 | 6.4% |
| Cc1ccc(-n2ncc(C(=O)NCCc3c[nH]c4ccccc34)c2C2CCN(C(=O)OC(C)(C)C)CC2)cc1C | ? |
| CCCN(C)C(=O)c1cn2cc(-c3cccc(Cl)c3)n(CC=C(C)C)c(=O)c2n1 | -9.9% |
| COc1cccc(NC(=O)Cn2c(=O)n(CCC(=O)NCCc3ccc(Cl)cc3)c(=O)c3ccccc32)c1 | ? |
| CCOC(=O)CCNC(=O)N1CCCCCCn2c(nnc2-c2ccc(F)cc2)CC1 | 0.1% |
| Cc1ccc(NC(=O)N2CCC(c3ccccc3)C2)cc1C (stereo unspecified) | ? |
| O=C(C[C@H]1NC(=O)c2ccccc2NC1=O)Nc1n[nH]c(CCC2CCCC2)n1 | -1.0% |
| CC(=O)Nc1ccc(OCC(=O)NC2CCN(Cc3ccccc3)CC2)nc1 | -14.4% |
| Cn1c(=O)c2c(ncn2CC(=O)N2CCC(CCOc3ccc(F)cc3)C2)n(C)c1=O (stereo unspecified) | -14.2% |
| CCOc1ccc(C(C)NC(=O)Cc2nn(C)c(=O)c3ccccc23)cc1 (stereo unspecified) | -9.4% |
| CCC1CCCCN1CCCNC(=O)c1ccc2c(c1)N(Cc1ccc(Cl)cc1)C(=O)c1ccccc1S2(=O)=O (stereo unspecified) | ? |
| C/C(=N/Nc1ccc(S(N)(=O)=O)cc1[N+](=O)[O-])c1ccc(Cl)cc1Cl | -6.4% |
| O=C(Nc1ccc(F)cc1)N[C@H]1[C@H](O)[C@@H](Sc2ccccc2)[C@@H]2OC[C@H]1O2 | -3.1%[86.2 µM] |
| CC(=O)N(/N=C/c1ccc(C)cc1)c1nc(CCl)cs1 | -19.3% |
| O=C(Nc1nc(-c2ccco2)cs1)c1ccccc1Br | ? |
| CCOC(=O)c1cc(OC(=O)c2ccc(OC)cc2)n(-c2ccccc2)n1 | ? |
| Cc1ccc(CNC(=O)CCC(=O)N2Cc3ccccc3Oc3ncccc32)cc1 | -6.8% |
| COc1ccc(NC(=O)c2sc3ncnc(N(C)c4ccccc4)c3c2C)cc1Cl | ? |
| Cc1ccccc1Nc1ncnc2c1cnn2Cc1ccccc1 | 30.4% |

Structures listed above marked active in KDM5B inh:
| structure | KDM5B inh |
| --- | --- |
| COc1cc(F)ccc1-c1cc(C(=O)NCc2cnn(C)c2)c2c(c1)N(C)CCO2 | 39.8µM* |
